Screens from PubChem.
NPC1 promoter act = activates the NPC1 promoter; Huh7 NPC1 promoter luciferase reporter, 24 h; Potency, µM (highest dose often 9.22 µM), for the others: at the top dose activation, hits mostly activators; 320,000 tested, 2.4% active;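 also: % of control where 0% means no effect; nearly all actives have a fitted effect of over 60% in size; reporter is driven by a mutant NPC1 promoter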
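Huh7 reporter cells (NPC1 promoter driving luciferase) are dosed with compound for 24 h at 37 °C, 5% CO2; luciferase detection reagent is then added and luminescence measured after 10 min at ambient temperature.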
CXXC DNA block = MLL CXXC-DNA interaction inhibition; MLL-CXXC / FITC-HOXA9 DNA fluorescence polarization; Potency, µM (top dose mostly 115 µM), inactives show at the highest dose activity change, negative = inhibition, most hits filed as inhibitors; 290,000 tested, 0.037% active; AID 2662; active = well fitted inhibition curve with a large enough effect in the polarisation, with a control signal flat, not every such curve was filed as active; inconclusive = small, poorly fitted or top-dose-only effect, or effect the other way, or a change in a side signal; inactive = no such curve, though single readings can be large or run the other way; the % refers to the polarisation
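Steps: dispense CXXC domain solution (7 uM) → pin compounds or unlabeled HOX-A9 DNA control → 5 min ambient → add FLSN-HOX-A9 solution (50 nM) → spin → 30 min ambient → fluorescence polarization. Tris pH 7.5/NaCl/DTT/BSA buffer.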
uPA generation = cell surface uPA generation inhibition; cell surface uPA generation assay, qHTS; AID 540303; Potency, µM (top dose mostly 38.3 µM), inactives show at the highest dose activity change, negative = inhibition, usual class: inhibitors; 330,000 tested, 0.31% active; active = well fitted inhibition curve with a large enough effect; inconclusive = small, poorly fitted or top-dose-only effect; inactive = no such curve, though single readings can be large or run the other way; tested in mouse RAW 264.7 cells; also: % is scaled to controls: 0 for no effect and ±100 for the full control effect; nearly all actives have a fitted effect of over 55% in size
BRCA1 expr up = activators of BRCA1 expression | MCF7-BRCA1-FFLuc reporter, luminescence, 48 h; response scale: scaled: vehicle 0%, 10 µM genistein 100% | Potency, µM (highest dose often 46.1 µM), inactives show at the top dose activation, hits mostly activators | 380,000 tested, 1.1% active | AID 624202; also: nearly all actives have a fitted effect of over 80% in size; some results filed as inactive show a strong effect at the top dose
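Activators of BRCA1 expression were detected as increased firefly luciferase luminescence in engineered MCF7 cells after 48 h compound incubation. Signals were scaled to genistein 10 microM as full activation.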
Rab9 promoter act = activates the Rab9 promoter; Potency, µM (titrated, usually from 9.22 µM), inactives show at the top dose activation, negative = inhibition, hits mostly activators; Huh7 Rab9 promoter-luciferase reporter, luminescence, 24 h; 320,000 tested, 2.8% active; also: % of control where 0% means no effect; nearly all actives have a fitted effect of over 60% in size
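Quantitative HTS format; Huh7 Rab9-luciferase reporter cells (1500/well) receive compound 2 h post-plating, incubate 24 h at 37 °C, then get luciferase reagent for 10 min before luminescence reading.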
p53 reactivator = mutant p53 re-activation in reporter cells. H1299 p53-A138V BP100-luciferase reporter, luminescence, 24 h. Potency, µM (doses to about 92.2 µM), without a hit: at the top dose activity change, positive = activation, usual class: activators. 320,000 tested, 0.063% active. AID 504706; also: % of control where 0% means no effect; nearly all actives have a fitted effect of over 45% in size
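H1299 (p53-null), stable ts p53-A138V + BP100-Luc; 1000 cells/well, Opti-MEM/10% FBS; cpd 4 pt, 1:5; 24 h, 37 deg C, 5% CO2; detection reagent 10 min RT; luminescence.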
FLuc modulator = inhibits or activates purified firefly luciferase, miR-21 counter-screen; 360,000 tested, 6.9% active; P08659; purified FLuc, Km substrates, luminescence inhibition; Potency, µM (series often up to 57.5 µM), for inactives: at the highest dose activity change, negative = inhibition, actives largely listed as inhibitors;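 also: plate controls were vehicle for no effect and reference inhibitor for full effect; nearly all actives have a fitted effect of over 55% in size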
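Biochemical qHTS of compounds, final roughly 60 µM downward over six points, against 10 nM purified firefly luciferase using Km concentrations of substrates (10 uM D-luciferin, 10 uM ATP) in Tris acetate pH 7.5 buffer; luminescence output.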
RORgamma inh = inhibitors of mouse ROR gamma transcriptional activity; P51450; Potency, µM (series often up to 53.6 µM), for the others: top-dose activity change, negative = inhibition, actives largely listed as inhibitors; 310,000 tested, 5.4% active; Drosophila S2 Gal4-RORgamma UAS-luciferase reporter, 20 h; also: % is scaled to controls: 0 for no effect and ±100 for the full control effect; nearly all actives have a fitted effect of over 60% in size
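ROR gamma transcriptional activity was tracked as Gal4-UAS luciferase output in stably transfected Drosophila Schneider cells, with compound added 1 hr before 700 uM copper sulfate induction and a 20 hr ambient-temperature incubation.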
ELG1 genotox = induces genotoxicity in HEK293T cells with luciferase-tagged ELG1; HEK293T ELG1-luciferase reporter, luminescence, 16 h; Potency, µM (highest dose often 46 µM), for the others: at the highest dose activity change, positive = activation, actives largely listed as activators; 330,000 tested, 1.3% active; also: % of control where 0% means no effect; nearly all actives have a fitted effect of over 60% in size
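Genotoxicity was scored as increased ELG1-luciferase reporter signal, measured by ONE-Glo luminescence (30 min, room temperature). Compound or vehicle exposure of the HEK293T reporter cells lasted 16 hr at 37°C.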
Gal4-VP16 FLuc = Gal4-VP16 reporter inhibition counter-screen; Drosophila S2 Gal4-VP16 UAS-luciferase, luminescence, 20 h; 310,000 tested, 3.5% active; Potency, µM (doses to about 53.6 µM), for inactives: at the highest dose activity, negative = inhibition, usual class: inhibitors;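 also: Gal4-VP16 expression switched on by copper sulfate through the metallothionein promoter; % is scaled to controls: 0 for no effect and ±100 for the full control effect; nearly all actives have a fitted effect of over 50% in size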
MBNL1 CUG block = MBNL1-poly(CUG) RNA binding inhibition. Potency, µM (highest dose often 57.5 µM), inactives show at the highest dose activity change, negative = inhibition, usual class: inhibitors. 280,000 tested, 0.036% active. Q9NR56. TR-FRET MBNL1-His/biotin-(CUG)12 binding, 665/545 ratio; active = well fitted inhibition curve with a large enough effect in the signal ratio, with a control signal flat, not every such curve was filed as active; inconclusive = small, poorly fitted or top-dose-only effect, or effect the other way, or a change in a side signal; inactive = no such curve, though single readings can be large or run the other way; the % refers to the signal ratio; also: % is scaled to controls: 0 for no effect and ±100 for the full control effect
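Inhibition of protein-RNA binding appears as loss of TR-FRET between terbium anti-His antibody on MBNL1-His and streptavidin-XL665 on biotin-(CUG)12. Activity is normalized to buffer-only and uninhibited-complex controls.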
An asterisk follows results filed as active; ? = inconclusive; . = no result given; [ ] = remark or other dose. Unless noted, calls follow the shape of the dose curve; as a rule, active = well fitted curve in the direction sought with a large enough effect; inconclusive = small, poorly fitted or top-dose-only effect, or another doubt; inactive = no such curve, though single readings can be large; an effect the other way counts as inactive or inconclusive. Potency is read from the fitted curve at half-maximal effect. This is a subset, so the mix of outcomes need not match the whole.

Compound	NPC1 promoter act	CXXC DNA block	uPA generation	BRCA1 expr up	Rab9 promoter act	p53 reactivator	FLuc modulator	RORgamma inh	ELG1 genotox	Gal4-VP16 FLuc	MBNL1 CUG block
O=C(O)c1cccc(-n2c(-c3cnccn3)n[nH]c2=S)c1	0%	-13%	0%	-66%	-2%	1%	-18%	-18%	2%	-10%	-2%
Cc1cccc(NC(=S)N2CCC(N(C)CC3CCCO3)CC2)c1C (configuration not stated)	2%	2%	-4%	-2%	-3%	8%	2%	-29%	0%	-2%	0%
COc1cccc(O)c1CN1CCCC(C(=O)c2cccc(C(F)(F)F)c2)C1 (configuration not stated)	-5%	11%	4%	-3%	-13%	0%	2%	1%	-5%	-14%	1%
CC(C)(C)NCc1ccc(OCc2cccs2)cc1	-9%	1%	0%	21%	-3%	8%	1%	4%	4%	-6%[10 µM]	0%
Oc1ccccc1C=NCCN=Cc1ccccc1O	0%	1%	5%	13%	1%	0%	-7%	-16%	0%	-2%	6%
O=C(CSc1nncn1-c1ccccc1)Nc1cc(F)ccc1F	-1%	-6%	-2%	2%	0%	3%	0%	19%	0%	16%	-3%
CC(=O)Nc1ccc(S(=O)(=O)N[C@@H](C)C(=O)OCC(=O)NC2CCCC2)cc1	-1%	.	-3%	13%	0%	-2%	3%	.	1%	.	.
CN1CCN(S(=O)(=O)c2ccc(Oc3cccc(C(F)(F)F)c3)nc2)CC1	-4%	.	0%	-3%	1%	-11%	3%	.	1%	.	.
CCOC(=O)[C@@H]1[C@H]2COc3cc(OC)ccc3[C@@H]2N2C(=O)N(c3cccc(Cl)c3)C(=O)[C@@]12C	-4%	-4%	3%	-6%	1%	6%	-3%	11µM*	0%	5%	-6%
CCSc1nc(-c2ccccc2)cc(=O)[nH]1	-3%	.	6%	6%	14%	-19%	-1%	.	9%	.	.
CCNS(=O)(=O)c1ccc(CCC(=O)Nc2ccc3c(c2)OCO3)cc1	10%	1%	2%	-9%	5%	10%	1%	4%	-5%	6%	-11%
CCOc1ccc(Nc2ncnc(N)n2)cc1	2%	2%	-6%	50%	13%	13%	?	13%	?	25%	-5%
CCOc1cc(C#N)c(NC(=O)c2cccnc2)cc1OCC	-19%	-5%	-23%	-52%	-21%	3%	4%	10%	12%	-9%	-8%
O=C(Nc1ccccc1C(=O)OCc1nnc(-c2ccccc2)o1)c1ccco1	-3%	6%	2%	-3%	13%	4%	-16%	-6%	6%	5%	-4%
COc1ccc(OCC(=O)OCC(=O)Nc2ccc(S(=O)(=O)N3CCCCC3)cc2)cc1	-1%	3%	0%	-2%	-1%	-6%	-6%	-13%	0%	8%	0%
Cc1cccn2c(=O)c3cc(C(=O)N4CCOCC4)n(C)c3nc12	1%	-5%	2%	-4%	9%	21%	-2%	-11%	9%	7%	2%
Cc1ccc(C)n1-c1cc([N+](=O)[O-])ccc1-n1ccnc1	3%	-12%	-7%	-2%	-4%	14%	-2%	4%	12%	15%	?
O=C(NC(=O)N1CCCCCC1)c1ccc(Cl)cc1	-3%	9%	1%	0%	11%	-8%	2%	3%	5%	20%	-2%
O=C(C1CCN(S(=O)(=O)c2ccccc2)CC1)N1CCN(Cc2ccc3c(c2)OCO3)CC1	-5%	-4%	4%	-30%	5%	-6%	2%	?	-3%	-18%	-3%
CC(C)NC(=S)N/N=C1\CCCc2ccccc21	-1%	15%	1%	-11%	-3%	0%	-1%	1.6µM*	0%	4µM*	-2%
NC(=O)CCn1c(C(=O)c2cc(Cl)c(N)c(Cl)c2)c2ccccc2[n+]1[O-]	3%	-4%	18%	-60%	-2%	.	8%	-3%	1%	-4%	?
O=S(=O)(NCC1CCCO1)c1cccc2nsnc12 (configuration not stated)	-2%	-8%	2%	3%	2%	-3%	1%	-9%	-3%	-6%	?
CC(NC(=O)c1ccccc1NC(=O)CN1CCc2ccccc2C1)c1ccccc1 (configuration not stated)	-1%	4%	-12%	-57%	-2%	14%	0%	26%	-14%	-18%	0%
COc1ccccc1/C=C1\SC(=S)N(CCC(=O)NC2=NCCS2)C1=O	1%	31%[activator]	2%	10%	-6%	-3%	-9%	4.5µM*	0%	-7%	.
Cc1cc(OCC(=O)O/N=C(\N)c2ccccc2)ccc1Br	5%	2%	4%	?	-1%	?	?	20%	12%	0%	-3%[11.5 µM]
Cc1ccc(S(=O)(=O)N(CC(=O)O)Cc2ccccc2F)cc1	0%	-8%	.	4%	-8%	18%	1%	7%	-4%	-3%	5%
CCOC(=O)Cn1c(=O)oc2cc(S(=O)(=O)Nc3cc(OCC)ccc3OCC)ccc21	1%	-7%	.	-5%	2%	-19%	-5%	29%	-2%	0%	-4%
C/C(=N\NC(=O)c1cc2c(s1)CCC(C)C2)c1ccncc1 (configuration not stated)	3%	3%	-2%	55%	13%	6%	9.5µM*	39%	8%	-11%	-4%
COc1ccc(CC(=O)N2CCC(n3nccc3NC(=O)C3CC3)CC2)cc1	1%	0%	-8%	-1%	-5%	21%	-4%	8%	6%	6%	-2%
O=C(CN1CCN(Cc2ccc(F)cc2)CC1)NCc1ccccc1	-2%	-1%	13%	-19%	-2%	19%	0%	-9%	-3%	-2%	-5%
CCOC(=O)C1=C(N)OC2=C(C(=O)CCC2)C1c1ccccc1OC (configuration not stated)	0%	4%	5%	2%	-3%	-1%	0%	4%	1%	16%	-11%
COC(=O)C(CC(=O)c1ccccc1)CC(=O)c1ccccc1	15%	?	-1%	70%	0%[1.84 µM]	?	?	-2%	12%	-12%	0%
COc1cc(CC(=O)NCc2ccccn2)cc(OC)c1OC	-2%	3%	0%	12%	-3%	4%	-2%	-19%	5%	8%	1%
Cc1cc(C(=O)OCC(=O)Nc2ccccc2C#N)c(C)o1	-1%	.	1%	5%	0%	6%	-3%	.	1%	.	.
O=C(CNC1CCCCCC1)Nc1ccc(N2CCCC2)cc1	-1%	16%	.	.	-3%	-5%	3%	12%	1%	8%	-4%
CC(C)(C)C(=O)CSc1ncccn1	-8%	4%	0%	20%	4%	-3%	-3%	-34%	0%	1%	2%
O=C(NC(=S)NNC(=O)c1ccco1)c1ccc(F)cc1	-2%	6%	-1%	-27%	4%	26%	-11%	11µM*	7%	?	-1%
CNC(=O)c1ccc(Nc2nc(-c3ccccc3)nc3ccccc23)cc1	16%	-7%	0%	-15%	16%	0%	?	35%	-16%	11%	4%
CCOC(=O)CSc1nnc(C)n1N	9%	4%	13%	6%	3%	5%	1%	-14%	3%	-2%	-3%
Cc1cc(C)c(C)c(C(=O)C2OC(=O)C(C)(C)C(=O)C2(C)C)c1C (configuration not stated)	-3%	3%	6%	10%	-4%	-2%	0%	-5%	-1%	-4%	-8%
CCOC(=O)c1c(C)nc2sc3c(=O)n(-c4ccc(C(C)=O)cc4)nnc3c2c1-c1ccc(OC)cc1	-1%	7%	6%	-42%	-3%	-2%	5%	14%	-8%	-19%	-7%
O=C(c1cc(-c2ccco2)nc2ccccc12)N(Cc1nnc(-c2ccc(Cl)cc2)o1)C1CC1	-1%	.	-6%	-27%	-6%	0%	?	.	-6%	.	.
COc1ccccc1-n1c(-c2cc(-c3ccc(F)cc3)n[nH]2)n[nH]c1=S	0%	-5%	-3%	-15%	-3%	-2%	-19%	7.9µM*	12%	-3%	-5%
Cc1ccc(N=CNc2ccc(C)cc2C)c(C)c1	-4%	1%	1%	0%	13%	2%	15µM*	9%	3%	1%	-1%
COc1ccc(NS(=O)(=O)c2cccc(C(=O)NCc3cccnc3)c2)cc1	-1%	.	-2%	-27%	-1%	-11%	2%	.	-2%	.	.
CC(C)C(NC(=O)c1ccco1)C(=O)OCC(=O)Nc1ccc(C(N)=O)cc1 (configuration not stated)	-5%	5%	-1%	-5%	-1%	1%	-1%	-17%	1%	-5%	0%
Cc1nnc(C)c2c(C)n(C(c3ccccc3)c3ccccc3)c(C)c12	-2%	12%	.	-41%	-3%	12%	5%	-18%	-16%	1%	6%
Cc1ccc(NC(=O)C2(N3CCC3=O)CCCCC2)cc1	-6%	3%	3%	-16%	-7%	-1%	2%	-4%	1%	-5%	3%
COc1ccc(-c2nnc(CSc3nc4ccccc4c(=O)n3CC(C)C)o2)cc1OC	-3%	11%	12%	-18%	3%	-6%	-2%	-21%	1%	-1%	-6%
Cc1cc(C)cc(NC(=S)NCCSc2ccc(Cl)cc2)c1	-1%	6%	2%	-81%	-9%	-3%	-1%	2.8µM*	-1%	5µM*	-8%
